Wee1 stabilizer – blocks degradation of human Wee1 kinase; P30291; HeLa Luc-Wee1K328M stability, luciferase luminescence; 100% = proteasome inhibitor MG132 effect; reporter increase, % at 5 µM; 220,000 compounds, 1.2% hits;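 active = activation above the mean of all tested compounds plus 3 SD, set per screening run, cut at about 8.8% in these data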;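 also: cells exposed to compound for 20 h before luminescence read; 0% = DMSO alone and 100% = MG132 at 30 µM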
14-3-3 Bad PPI – disrupts binding of bovine 14-3-3 zeta to phospho-Bad peptide; P63103; TR-FRET 14-3-3zeta/Dy647-pBad peptide displacement, 1 h; inhibition, % at 21.7 µM; 220,000 compounds, 0.71% hits; AID 781;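 active = inhibition above about 70%, limit read from the data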;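 also: 0% = full 14-3-3 plus peptide FRET controls and 100% = background without 14-3-3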
eIF4E 4G PPI – blocks eIF4E binding to eIF4G; P63073+Q04637; TR-FRET eIF4E-eIF4GI(517-606) binding, 2 h; inhibition, % at 21.7 µM; 220,000 compounds, 0.37% hits; AID 782;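 active = inhibition above about 30%, limit read from the data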;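 also: 0% = full FRET control wells and 100% = background wells lacking eIF4GI fragment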
FXIIa inh 1536 – inhibitors of human coagulation factor XIIa; P00748; purified FXIIa, Boc-QGR-AMC fluorogenic substrate, 2 h; inhibition, % at 5 µM; AID 800; 220,000 compounds, 0.3% hits; in the data active = inhibition above about 40%;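 also: 0% = enzyme with no compound and 100% = blank without enzyme; many of its hits are not listed in these tables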
Target sequence (P00748 20-372 limits assumed): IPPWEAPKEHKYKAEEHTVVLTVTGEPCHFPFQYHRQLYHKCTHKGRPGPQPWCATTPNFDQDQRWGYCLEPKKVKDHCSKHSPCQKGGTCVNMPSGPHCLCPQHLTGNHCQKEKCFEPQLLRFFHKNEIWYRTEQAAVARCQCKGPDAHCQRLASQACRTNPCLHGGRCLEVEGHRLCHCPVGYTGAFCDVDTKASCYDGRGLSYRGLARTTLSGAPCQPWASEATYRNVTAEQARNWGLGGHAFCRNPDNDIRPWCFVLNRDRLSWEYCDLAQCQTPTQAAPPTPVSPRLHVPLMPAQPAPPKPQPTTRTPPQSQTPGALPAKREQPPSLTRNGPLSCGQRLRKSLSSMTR
Target sequence (P00748 373-615 limits assumed): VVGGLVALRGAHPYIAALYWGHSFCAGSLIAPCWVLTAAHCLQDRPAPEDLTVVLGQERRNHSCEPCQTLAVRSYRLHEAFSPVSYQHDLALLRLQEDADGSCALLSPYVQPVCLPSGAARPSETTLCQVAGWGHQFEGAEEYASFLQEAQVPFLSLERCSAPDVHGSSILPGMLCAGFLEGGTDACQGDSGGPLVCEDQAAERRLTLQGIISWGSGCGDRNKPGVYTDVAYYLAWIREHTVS
MDM2 E3 inh – inhibitors of human Mdm2 E3 ubiquitin ligase. Q00987. 210,000 compounds, 0.11% hits. cell-based MDM2 ubiquitination luciferase reporter, 2 h; 0 = plate control, 100 = twice control, blank-subtracted. AID 1230. signal enhancement, % at 5 µM;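 active = signal enhancement of 30% or more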;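 also: luminescence tracks abundance of the self-degrading MDM2-luciferase fusion protein; higher signal means inhibition of MDM2 E3 ligase activity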
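System: stable MDM2–luciferase fusion reporter cells / Input: 2000 cells seeded into each well / Schedule: 4 h settle plus 2 h compound, 37 °C / Compound: single-point 5 µM / Buffer or medium: cells held in DMEM / Benchmarks: control and blank well means / Evaluation: percent signal gain over controls, blank-subtracted / Measured by: luciferase luminescence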
FXIa inh 1536 – factor XIa (human) inhibition; 220,000 compounds, 0.14% hits; P03951; purified FXIa, Boc-Glu-Ala-Arg-AMC fluorogenic substrate; inhibition, % at 5 µM; AID 798;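 active = inhibition of at least 40%; inactive = inhibition below 40%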;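 also: fluorescence of freed AMC excited at 355 nm; 0% = enzyme without compound and 100% = no enzyme blank; many of its hits are not listed in these tables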
KLK5 inh – blocks human kallikrein 5 protease activity. inhibition, % at 5 µM. recombinant hK5, fluorogenic AMC substrate cleavage. Q9Y337. 210,000 compounds, 0.59% hits;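 active = inhibition of 40% or more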;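 also: 0% = enzyme controls without compound and 100% = no-enzyme blanks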
Target sequence (Q9Y337 67-293 limits assumed): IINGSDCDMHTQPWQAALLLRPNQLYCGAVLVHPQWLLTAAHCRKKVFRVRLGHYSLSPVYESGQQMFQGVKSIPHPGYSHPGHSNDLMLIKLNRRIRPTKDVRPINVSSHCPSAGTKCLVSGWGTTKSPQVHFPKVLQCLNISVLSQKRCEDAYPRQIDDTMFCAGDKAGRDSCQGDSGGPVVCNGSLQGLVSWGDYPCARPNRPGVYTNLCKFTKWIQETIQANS
p97 ATPase inh – blocks human p97 ATPase activity. recombinant p97 ATPase, Kinase-Glo ATP luminescence, 3 h. inhibition, % at 8 µM. 220,000 compounds, 0.42% hits; in the data active = inhibition above about 15%;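 also: 0% = DMSO vehicle and 100% = wells lacking enzyme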
Rad51 HR inh – Rad51 (human) homologous recombination inhibition | Q06609 | hRad51 DNA strand exchange, fluorescence dequenching | inhibition, % at 10 µM | 200,000 compounds, 0.085% hits | AID 1385;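 active = inhibition above 40% at the single screening dose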;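 also: 0% = DMSO control wells and 100% = blanks with heterologous ssDNA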
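System: hRad51 filaments on single-stranded DNA; reagent: Fluorescein- and BHQ1-tagged 47-mer duplex; compound dosing: one concentration, 10 µM final; timing: filaments 15 min 37 °C, then compound 30 min; measured by: fluorescein emission 520 nm, excitation 485 nm; benchmarks: per-plate controls and blanks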
Numbers without * were called inactive; . = no result given; [ ] = remark or other dose. Rows are unselected; about 3.5% have a hit in one of these screens.

SMILES | Wee1 stabilizer | 14-3-3 Bad PPI | eIF4E 4G PPI | FXIIa inh 1536 | MDM2 E3 inh | FXIa inh 1536 | KLK5 inh | p97 ATPase inh | Rad51 HR inh
CCC/C=N/NC(=O)c1[nH]c2c([N+](=O)[O-])cccc2c1C | 0 | 17 | 1 | 5 | -1 | -1 | -5 | 7 | 4
Oc1ccc(N=Nc2c(O)ccc3ccccc23)cc1 | 3 | 5[fluorescence artefact?] | -1[fluorescence artefact?] | 13 | 1 | 22 | -14 | -6 | 6
CCSc1nnc(Cn2c(=O)sc3ccccc32)n1-c1ccccc1C | -2 | 4 | 5 | 13 | -9 | 7 | 1 | 2 | 6
CCCN(CCC)CCCNC(=O)c1cc2c(=O)[nH]c3ccccc3c2n1C | -2 | -7 | 0 | 9 | . | 5 | . | 5 | .
Cc1cc2ccccc2nc1SCC(=O)N1c2ccccc2CC1C (stereo not drawn) | 2 | 2 | -7 | 25 | -27 | 17 | -5 | 1 | 8
Nc1nc2ccccc2nc1N1CCCC1 | -2 | -5 | 1 | 4 | -3 | -5 | -5 | 1 | 2
CN1CCN(c2ccc(NC(=O)CN3CCOCC3)cc2F)CC1 | 0 | -1 | 2 | 3 | 0 | -2 | -4 | 14 | 0
CCCCn1c(SCC2CCCO2)nc2cc(S(N)(=O)=O)ccc21 (stereo not drawn) | 0 | 0 | -2 | 9 | -14 | -1 | -26 | 0 | -7
COc1ccc(CCNC(=O)CCN2C(=O)C3CC=CCC3C2=O)cc1OC (stereo not drawn) | -3 | 13[fluorescence artefact?] | 1[fluorescence artefact?] | 4 | 8 | 4 | 2 | 4 | 4
CC(CC(=O)Nc1ccncc1)c1ccccc1 (stereo not drawn) | -3 | -8[fluorescence artefact?] | 3 | 23 | -12 | 13 | 6 | -2 | -9
CCCNc1nc2c(c(=O)n(C)c(=O)n2C)n1Cc1cccc(C)c1 | -2 | 7 | 1 | 8 | 0 | 0 | -23 | 0 | 7
CCCCN(C(=O)CN1CC(C)OC(C)C1)c1c(N)n(CC(C)C)c(=O)[nH]c1=O (stereo not drawn) | 0 | -4 | -2 | 11 | -13 | 2 | -9 | 7 | 0
COc1cccc(CC2(CO)CCCN(Cc3ccc(CO)o3)C2)c1 (stereo not drawn) | -1 | 4 | 3 | 2 | -15 | 0 | . | -1 | .
Cc1ccccc1CN1C(=O)CSc2ccc(C(=O)N3CCOCC3)cc21 | 1 | 7 | -2 | 14 | -3 | 2 | 7 | 1 | 4
COc1ccc(/C=C/C(=O)NC(=S)Nc2cc([N+](=O)[O-])ccc2O)cc1OC | 1 | 49 | 6 | 2 | -2 | -1 | 0 | 10 | .
O=C(CC1OC(=O)c2ccccc21)Nc1ccccc1N1CCOCC1 (stereo not drawn) | 4 | -2[fluorescence artefact?] | -1[fluorescence artefact?] | 10 | -17 | 2 | -15 | 3 | 1
CCC(=O)Nc1ccc2ccccc2c1 | -1 | -2 | 18 | 9 | 0 | 5 | -11 | 3 | -1
O=c1c2cc(N3CCOCC3)ccc2[nH]c(=S)n1CCCN1CCCCCC1 | 0 | 10 | -1 | 12 | -18 | -5 | -14 | 6 | -1
CCC(=O)n1nc(-c2ccccc2)nc1SCC(=O)Nc1ccc(C)cc1 | -3 | 4 | 6 | 28 | -14 | 22 | -22 | 1 | -3
COc1ccc2c(C)cc(N3CCCCCC3)nc2c1 | 1 | 23 | 4 | 9 | -19 | 3 | 0 | 1 | 19
O=C1CN(C(=O)CSc2nnc(-c3ccccc3)n2Cc2ccc3c(c2)OCO3)c2ccccc2N1 | -4 | -16 | 7 | 7 | -7 | -1 | -1 | 5 | -1
O=C(NC1CCSC1=O)c1ccccc1 (stereo not drawn) | -3 | 1 | 1 | 6 | -8 | -6 | -15 | 3 | -8
O=C(CN1CCOc2ccccc21)NC1CCN(Cc2ccccc2)CC1 | -3 | -1 | 2 | 15 | -12 | 8 | -12 | 4 | 9
Cc1nc2ccccc2nc(C)c1=NO | -2 | 2 | 7 | 17 | 6 | 3 | -21 | -6 | -3
CC(N)(C(=O)O)c1cccc(OCc2cccc(Cl)c2)c1 (stereo not drawn) | -1 | 3 | -4 | 3 | -13 | -9 | -3 | 2 | 4

Some of these compounds in order of length of the SMILES, falling:
SMILES | Wee1 stabilizer | 14-3-3 Bad PPI | eIF4E 4G PPI | FXIIa inh 1536 | MDM2 E3 inh | FXIa inh 1536 | KLK5 inh | p97 ATPase inh | Rad51 HR inh
COc1ccc(/C=C/C(=O)NC(=S)Nc2cc([N+](=O)[O-])ccc2O)cc1OC | 1 | 49 | 6 | 2 | -2 | -1 | 0 | 10 | .
CCCN(CCC)CCCNC(=O)c1cc2c(=O)[nH]c3ccccc3c2n1C | -2 | -7 | 0 | 9 | . | 5 | . | 5 | .
CCC(=O)n1nc(-c2ccccc2)nc1SCC(=O)Nc1ccc(C)cc1 | -3 | 4 | 6 | 28 | -14 | 22 | -22 | 1 | -3
CCCNc1nc2c(c(=O)n(C)c(=O)n2C)n1Cc1cccc(C)c1 | -2 | 7 | 1 | 8 | 0 | 0 | -23 | 0 | 7
O=C(CN1CCOc2ccccc21)NC1CCN(Cc2ccccc2)CC1 | -3 | -1 | 2 | 15 | -12 | 8 | -12 | 4 | 9
Cc1cc2ccccc2nc1SCC(=O)N1c2ccccc2CC1C (stereo not drawn) | 2 | 2 | -7 | 25 | -27 | 17 | -5 | 1 | 8

(cont.)
SMILES | Wee1 stabilizer | 14-3-3 Bad PPI | eIF4E 4G PPI | FXIIa inh 1536 | MDM2 E3 inh | FXIa inh 1536 | KLK5 inh | p97 ATPase inh | Rad51 HR inh
CCCS(=O)(=O)N1CCCC(C(=O)NCCN(CC)c2ccccc2)C1 (stereo not drawn) | -1 | 12 | 2 | -11 | -9 | -5 | 4 | 2 | 7
C=CCSc1nnc(NC(=O)COc2ccccc2)s1 | -2 | -2 | 0 | 15 | -3 | 12 | 1 | -3 | -5
Cc1ccc(C)c2nc(Cl)c(C#N)cc12 | -2 | -7 | -5 | 6 | -10 | -8 | -4 | 3 | 1
CC(C)C(OC(=O)CCC(=O)Nc1nccs1)C(=O)NC1CCCCC1 (stereo not drawn) | 0 | 6 | 5 | 9 | -6 | -3 | -11 | -3 | -3
CCc1nnc(NC(=O)C2CCCN2S(=O)(=O)c2ccccc2)s1 (stereo not drawn) | -3 | -6 | -1 | 7 | -3 | -1 | -13 | -4 | -7
COC(=O)c1cn(NC(=O)Cc2ccc(Cl)cc2)c(=O)c2ccccc12 | 1 | 6 | 1[fluorescence artefact?] | 5 | -10 | 2 | -9 | -5 | .
COc1ccc(/C=N/Nc2ncc(Br)cn2)c(OC)c1 | -2 | 39 | 4 | 9 | -18 | 0 | 1 | 0 | -2
CCn1cc(CNC(=O)c2ccc(Cl)c([N+](=O)[O-])c2)c(C)n1 | 2 | 9[fluorescence artefact?] | -6 | 20 | -40 | 19 | -8 | 3 | 1
Cc1cc(NC(=O)COC(=O)c2cccc(S(=O)(=O)N(C)C3CCCCC3)c2)no1 | 1 | -1 | -7 | 43* | . | 7 | 9 | -5 | 23
COc1ccc(C(=O)NC(=S)Nc2ccccc2N2CCN(S(C)(=O)=O)CC2)cc1OC | -1 | 2 | -3 | -9 | -24 | -1 | -3 | 0 | -1
CC(=O)c1ccc(N(C(=O)CNC(=O)c2ccco2)C(C(=O)NCC2CCCO2)c2ccccc2)cc1 (stereo not drawn) | -1 | 18 | -2 | 8 | -11 | 1 | -7 | -3 | -11
CCc1ccc(-n2c(=S)sc3c(=O)n(-c4ccccc4OC)c(=S)[nH]c32)cc1 | 2 | -10 | -5 | 0 | -4 | -7 | -10 | 7 | 34
CC[C@H](C)[C@H](NC(=O)c1ccccc1)C(=O)Nc1ccc(S(=O)(=O)Nc2cc(C)nc(C)n2)cc1 | 4 | 0 | 2 | 7 | -5 | -2 | -5 | 2 | 25
FC(F)Sc1ccc(Nc2ncnc3nc[nH]c23)cc1 | 3 | 11 | -6 | 13 | . | 7 | 4 | -2 | -8
C/C(=N/NC(=O)c1cc(-c2ccc(Br)s2)[nH]n1)c1ccco1 | 3 | -10 | 3 | 3 | -6 | -2 | 0 | 4 | 10
O=C(c1ccc(CNS(=O)(=O)c2ccccc2)cc1)N1CCN(Cc2ccccc2)CC1 | -1 | -9 | 2 | 16 | -10 | 2 | -13 | -1 | 6
O=C(c1c[nH]c(=O)n(-c2ccccc2)c1=O)N1CCc2ccccc21 | 0 | -10[fluorescence artefact?] | -1 | -23 | -11 | 4 | 4 | -2 | -4
Cc1ccc(S(=O)(=O)N2CCOCC2)cc1NC(=O)c1cc2c(s1)CCC2 | 2 | -10 | -5 | 1 | -5 | -4 | -8 | 1 | -6
CN(c1ccccc1)S(=O)(=O)c1ccc(C(=O)NCc2cccs2)cc1 | -2 | 7 | -13 | 13 | . | 3 | 5 | 2 | .
